Screens (PubChem BioAssay)
Platelet DG rel – modulates dense granule release in human platelets; human platelet-rich plasma, SFLLRN dense granule ATP release, luminescence; inhibition, %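 (compounds screened at 7.5 µM in platelet-rich plasma)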; hit rate 0.22% among 300,000; AID 1663;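 active = mean replicate score, as percent of positive control, at or above 50; inconclusive = mean below 50 but at least one replicate at or above 50; inactive = mean and every replicate below 50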
IEC-6 tox – kills IEC-6 intestinal cells in KLF5 counter-screen | IEC-6 cytotoxicity, luminescence viability | inhibition, % at 5 µM | hit rate 0.78% among 290,000 | AID 1825; in the data active = inhibition above about 22%;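 note: 0% = plate median of test compound wells and 100% = cytotoxic reference compound wells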
aSyn UTR inh – MLPCN primary screen, SNCA 5' untranslated region; inhibition, % (tested at 7.5 µM); alpha-synuclein 5'UTR reporter, inhibitor activity; AID 1813; hit rate 0.82% among 300,000; in the data active = inhibition above about 60%; inconclusive = no clear call, values can overlap the other calls;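 note: H4 neuroglioblastoma cells stably carrying SNCA 5'UTR luciferase fusion; 0% = DMSO wells and 100% = positive control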
AI-2 QS mod – Vibrio harveyi AI-2 quorum sensing modulation | Vibrio harveyi JMH597 AI-2 luminescence/OD600 ratio, 9 h; active compounds read low; strain lacks LuxN and CqsS sensors; 0 = neutral-control median | hit rate 0.4% among 300,000 | activity change, % at 7.5 µM; in the data active = activity change below about -75%, passing the limit was not always enough; inconclusive = no clear call, values can overlap the other calls;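 note: luminescence divided by OD600 gain over 9 h not by final OD600 alone; inactives centre near 13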
HSP90 refold inh – blocks HSP90-mediated luciferase refolding in reticulocyte lysate. Rabbit reticulocyte lysate, luciferase refolding luminescence, 3 h. inhibition, % at 5.6 µM. hit rate 0.91% among 290,000. AID 1789;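 active = inhibition above the screen-wide mean plus 3 SD, computed separately per campaign, cut at about 16% in these data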;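 note: 0% = DMSO wells and 100% = 60 µM geldanamycin wells; inhibitors lower the luminescence because luciferase stays unfolded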
HSF1 inhib – HSF1 inhibition; activity change, negative = inhibition, % at 7.5 µM (by protocol); hit rate 0.77% among 300,000; NIH3T3-HGL HSE-luciferase, MG132-induced, luminescence 8 h; active compounds read low; AID 2098;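 active = more than half of replicate wells show activity change below -50%, luminescence cut by over half; inconclusive = some wells, but at most half, below -50%; inactive = no replicate well below -50%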;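 note: luciferase reports HSF-1 transcriptional activity via heat shock element; 0% = median of DMSO wells and -100% = zero luminescence signal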
HIF act – HIF pathway transcriptional activation. hit rate 0.32% among 300,000. U2OS HRE-luciferase reporter, luminescence; normalized: DMSO 0%, desferrioxamine 100%. activation, % at 7.5 µM (by protocol);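 active = mean activation of at least 10% of the iron chelator positive control signal, with at least half of replicates also reaching 10%; inconclusive = mean and replicate majority disagree about reaching 10%; inactive = mean and most replicates under 10%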
SKKanGAS inh – blocks kanamycin growth of S. pyogenes SKKanGAS strain; BacTiter-Glo, 6 h; inhibition, % at 7.5 µM; hit rate 1.3% among 300,000; AID 1662;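 active = mean replicate score, as percent of positive control median, at least 50; inconclusive = mean below 50 but one replicate at or above 50; inactive = mean and every replicate below 50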;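 note: strain carries kanamycin resistance gene driven by streptokinase promoter and grows in 40 µg/ml kanamycin; loss of luminescence reflects streptokinase promoter inhibition or plain growth inhibition; 0% = median of DMSO wells and 100% = positive control at its reference dose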
HSF-1 act – increases HSF-1 driven luciferase reporter signal; NIH3T3-HGL HSF-1 luciferase reporter, MG132, 8 h; 100% = twice DMSO control signal; activation, % at 9 µM; hit rate 1.7% among 300,000;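 active = mean replicate activation of at least 50% with a set share of replicates each reaching 50%; inconclusive = only one of those two conditions met; inactive = mean below 50% and too few replicates reaching it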;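 note: 0% = median of the neutral control wells and 100% = twice that signal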
KLF5 inhibitor – suppresses KLF5 promoter-driven expression; DLD-1 KLF5 promoter-luciferase reporter, luminescence; inhibition, % at 5 µM; hit rate 0.23% among 290,000;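 active = inhibition above a per-plate limit of that plate's mean compound inhibition plus 3 SD, cut at about 60% in these data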;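 note: 0% = DMSO wells and 100% = LY294002 at 200 µM; higher means less KLF5 promoter-driven luciferase light; inactives centre near -14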
Starred values were filed as active, the others as inactive; ? = inconclusive; . = not tested or not shown.

SMILES | Platelet DG rel | IEC-6 tox | aSyn UTR inh | AI-2 QS mod | HSP90 refold inh | HSF1 inhib | HIF act | SKKanGAS inh | HSF-1 act | KLF5 inhibitor
Cc1nn(CC(=O)Nc2nccs2)c(C)c1[N+](=O)[O-] | -7 | -10 | 19 | 12 | 0 | -2 | -0.3 | -9 | -9 | -8
O=C(O)COc1nsnc1N1CCOCC1 | 5 | 0 | 20 | -2 | 0 | 0 | -0.7 | -2 | -20 | -15
Cc1ccc(-n2nc3c(=O)n(CCCC(=O)NCc4ccccc4Cl)nc(C)c3c2C)cc1 | -6 | 11 | 45 | 34 | 1 | 5 | 0.2 | 6 | -5 | 10
O=C(Nc1ccc(-c2nnc3n2CCCCC3)cc1)c1cnccn1 | 3 | -3 | -6 | 17 | 3 | 0 | -0.1 | -2 | 8 | -12
CC1CCCN(c2ccc(C(=O)OCn3nnc4ccccc4c3=O)cc2[N+](=O)[O-])C1 (configuration not stated) | 12 | -8 | -20 | 8 | 3 | 7 | 0.0 | 7 | 27 | 13
Brc1cccc(-c2cnc3n2CCCCC3)c1 | 3 | 3 | -10 | 9 | -6 | 1 | 0.1 | 1 | -6 | 0
CCCCCCSc1nc2c(c(=O)[nH]c(=O)n2C)n1C | 0 | -7 | 3 | 17 | 1 | 1 | 0.2 | -2 | 10 | 13
Cc1ccccc1N(C)S(=O)(=O)c1nnc(NC(=O)c2ccccc2F)s1 | -2 | 3 | -14 | 8 | -3 | -1 | 0.1 | 47 | -4 | -20
COc1ccc(C2C=C(C)Nc3nc4ccccc4n32)cc1 (configuration not stated) | -1 | -1 | -40 | 22 | 0 | 34 | 3.5 | . | ? | 11
COc1ccccc1CNCc1cccs1 | -9 | 7 | -3 | -18 | 2 | -2 | 0.2 | -9 | 12 | -23
Clc1cccc(Nc2nc(-c3ccncc3)nc3ccccc23)c1 | 28 | 6 | 12 | 6 | -1 | -13 | 0.3 | -3 | -6 | -13
O=C(O)C1Cc2ccccc2CN1C(=O)c1ccccc1Cl (configuration not stated) | 0 | 1 | 19 | . | -1 | -3 | 0.2 | 6 | -18 | -8
CC1(C)C(c2ccccc2)=NC(c2ccccc2)N1O (configuration not stated) | -2 | 2 | 5 | 32 | -3 | -6 | -0.2 | -2 | 16 | -47
Cc1c(Cl)cccc1NC(=O)C1C2C=CC(C2)C1C(=O)O (configuration not stated) | 0 | -7 | 17 | 2 | -3 | 1 | -0.4 | 6 | -5 | -27
CCCc1c(C(=O)NNc2ccccc2OC)cnn1-c1ccccc1 | -3 | 17 | -40 | 27 | 1 | 1 | 0.4 | -3 | 11 | -64
CC(C)CN(CC(C)C)C(=O)Nc1ccc(F)cc1F | 7 | 1 | 12 | 20 | -2 | -4 | -0.5 | -1 | 0 | -18
COc1ccc(NC(=O)CCN2C(=O)c3ccccc3S2(=O)=O)c(OC)c1 | 2 | 5 | -1 | 11 | 3 | 0 | -0.1 | 3 | 17 | -14
Cc1ccc(CCN=c2c([N+](=O)[O-])nn(-c3ccccc3)n2O)cc1 | 8 | 0 | -20 | 23 | 4 | 15 | 0.4 | 10 | 41 | -7
Cc1cccc(C(=O)Nc2ccc(C(=O)N3CCCCC3C)cc2)c1 (configuration not stated) | -16 | 4 | -84 | -16 | 1 | 1 | 1.0 | -6 | 33 | -20
Cc1ccc(NC(=O)CS(=O)CC(=O)N(CC(=O)NC2CCCC2)c2ccc3c(c2)OCCO3)cc1 (configuration not stated) | -7 | -1 | 19 | 11 | 2 | -3 | -0.2 | -10 | -5 | 2

Copied from the list:
IEC-6 tox, `COc1ccc(NC(=O)CCN2C(=O)c3ccccc3S2(=O)=O)c(OC)c1` is entered as 5
SKKanGAS inh, `CC1CCCN(c2ccc(C(=O)OCn3nnc4ccccc4c3=O)cc2[N+](=O)[O-])C1` (configuration not stated) is entered as 7
HSF-1 act, `Cc1nn(CC(=O)Nc2nccs2)c(C)c1[N+](=O)[O-]` is entered as -9
HSF-1 act, `Cc1c(Cl)cccc1NC(=O)C1C2C=CC(C2)C1C(=O)O` (configuration not stated) is entered as -5
HSF-1 act, `Cc1ccc(-n2nc3c(=O)n(CCCC(=O)NCc4ccccc4Cl)nc(C)c3c2C)cc1` is entered as -5

In another format: results already given.
smiles: COc1ccccc1CNCc1cccs1
  Platelet DG rel: -9
  IEC-6 tox: 7
  aSyn UTR inh: -3
  AI-2 QS mod: -18
  HSP90 refold inh: 2
  HSF1 inhib: -2
  HIF act: 0.2
  SKKanGAS inh: -9
  HSF-1 act: 12
  KLF5 inhibitor: -23
smiles: Cc1ccccc1N(C)S(=O)(=O)c1nnc(NC(=O)c2ccccc2F)s1
  Platelet DG rel: -2
  IEC-6 tox: 3
  aSyn UTR inh: -14
  AI-2 QS mod: 8
  HSP90 refold inh: -3
  HSF1 inhib: -1
  HIF act: 0.1
  SKKanGAS inh: 47
  HSF-1 act: -4
  KLF5 inhibitor: -20
smiles: O=C(O)COc1nsnc1N1CCOCC1
  Platelet DG rel: 5
  IEC-6 tox: 0
  aSyn UTR inh: 20
  AI-2 QS mod: -2
  HSP90 refold inh: 0
  HSF1 inhib: 0
  HIF act: -0.7
  SKKanGAS inh: -2
  HSF-1 act: -20
  KLF5 inhibitor: -15
smiles: Brc1cccc(-c2cnc3n2CCCCC3)c1
  Platelet DG rel: 3
  IEC-6 tox: 3
  aSyn UTR inh: -10
  AI-2 QS mod: 9
  HSP90 refold inh: -6
  HSF1 inhib: 1
  HIF act: 0.1
  SKKanGAS inh: 1
  HSF-1 act: -6
  KLF5 inhibitor: 0

The results go on:
SMILES | Platelet DG rel | IEC-6 tox | aSyn UTR inh | AI-2 QS mod | HSP90 refold inh | HSF1 inhib | HIF act | SKKanGAS inh | HSF-1 act | KLF5 inhibitor
O=C(CNS(=O)(=O)c1ccc(F)cc1)Nc1ccc(C(F)(F)F)cc1 | 12 | 2 | 25 | -69 | 3 | -5 | -0.4 | -2 | 11 | -24
c1ccc(CCCNc2ncnc3nc[nH]c23)cc1 | 10 | -3 | -41 | 2 | -3 | 2 | 1.2 | -1 | 7 | -40
CCOC(=O)C1CCN(C(=O)CNC(=O)c2nn(-c3ccc(OC)c(Cl)c3)c(=O)c3ccccc23)CC1 | -7 | -4 | -70 | 18 | 3 | 14 | 0.9 | 0 | 29 | -17
CCOC(=O)C1(Cc2ccc(Cl)cc2)CCN(Cc2cn(CC)nc2C)CC1 | -3 | -2 | 1 | 24 | 2 | -4 | 0.7 | -10 | 0 | -49
O=C(Cc1ccccc1)N1CCN(C(=O)c2cccs2)CC1 | 8 | 2 | -9 | 18 | -1 | -3 | -0.3 | -1 | -11 | 7
COc1ccnc(Oc2ccccc2)c1-c1ncn[nH]1 | 8 | -5 | -9 | 0 | -2 | -6 | -0.1 | -7 | -2 | -34
CCCN(CCC)Cc1cc(=O)oc2cc3c(cc12)CCC3 | 2 | 0 | -1 | 37 | 2 | -7 | 1.5 | -8 | -10 | -35
CC1CCCN(C(=O)CCCn2c(=S)[nH]c3ccccc3c2=O)C1 (configuration not stated) | -8 | 3 | -8 | 6 | 3 | -9 | 0.1 | -11 | 25 | 1
